Assay outcomes as filed in PubChem.
miR122 inh – miR-122 inhibition in Huh7 cells; actives 0.3% (n = 340,000); AID 602342; Huh7 miR-122 Renilla luciferase sensor, 48 h; neutral wells = 0, positive control = 100; activation (reporter increase), % at 12.5 µM;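 active = mean replicate activation score at least 90 and every replicate individually at or above 90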;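 also: higher luciferase means less miR-122 activity so hits act as miR-122 inhibitors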
Numbers without * were called inactive. These rows are one share of the data; count on the stated rates, not on these rows.

cpd	molecule	miR122 inh
1	CCOC1=C2CN(S(=O)(=O)c3ccc(C)cc3)[C@H](c3cccc4ccccc34)C[C@H]2C(C#N)(C#N)C(C#N)(C#N)C1	-4
2	CCN(CC)S(=O)(=O)c1ccc(C(=O)NCc2cccs2)cc1	1
3	Cc1cccc(C(=O)Nc2ccc(O)cc2)c1	-3
4	COc1ccc(CCNC(=O)CSc2nnc(-c3ccccc3)o2)cc1OC	-4
5	COc1ccccc1-n1c(CNC(=O)c2ccc(S(=O)(=O)N3CCOCC3)cc2)n[nH]c1=S	3
6	COc1ccccc1NC(=O)COC(=O)c1cnccn1	-5
7	CCN1CCN(CCn2c(=S)[nH]c3ccccc3c2=O)CC1	12
8	CCOC(=O)C(CCCCOc1cccc(CC)c1)C(=O)OCC	-12

Another view of some results above:
5. COc1ccccc1-n1c(CNC(=O)c2ccc(S(=O)(=O)N3CCOCC3)cc2)n[nH]c1=S
  miR122 inh: 3

7. CCN1CCN(CCn2c(=S)[nH]c3ccccc3c2=O)CC1
  miR122 inh: 12

2. CCN(CC)S(=O)(=O)c1ccc(C(=O)NCc2cccs2)cc1
  miR122 inh: 1

3. Cc1cccc(C(=O)Nc2ccc(O)cc2)c1
  miR122 inh: -3

Returning to the listing; the 2 compounds before the break are reprinted first.
cpd	molecule	miR122 inh
7	CCN1CCN(CCn2c(=S)[nH]c3ccccc3c2=O)CC1	12
8	CCOC(=O)C(CCCCOc1cccc(CC)c1)C(=O)OCC	-12
9	COc1ccc(C(CNC(=O)c2cc3ccccc3cc2OC)N2CCCC2)cc1 (configuration not stated)	9
10	COc1ccc(NC(=O)CN(C)S(=O)(=O)c2cccs2)cc1	2
11	CC(NCC1(N2CCOCC2)CCCCC1)C(=O)N1CCc2ccccc21 (configuration not stated)	-10
12	O=C(CCN1CCCC1)Nc1cccc(Br)c1	3
13	Cc1cc(-n2c(C)cc(C(=O)CSc3nc4ccccc4c(=O)n3Cc3ccco3)c2C)no1	1
14	CCOC(=O)Cc1csc(SC(C)C(=O)Nc2ccc(NC(C)=O)cc2)n1 (configuration not stated)	-21
15	c1ccc(Cn2nnc3c(N4CCc5ccccc54)ncnc32)cc1	7
16	CC(C)(C)C(=O)C(CO)(Oc1ccc(Cl)cc1)n1cncn1 (configuration not stated)	4
17	O=C(CNS(=O)(=O)c1ccc(Br)cc1)N1CCOCC1	22
18	Cc1nc2c(C(=O)NCc3ccc4c(c3)OCO4)cnn2c(C)c1Cc1ccc(F)cc1Cl	-8
19	CCOC(=O)c1[nH]c2cc3c(cc2c1CCCN1C(=O)c2ccccc2C1=O)OCCO3	1
20	O=c1c2c(-c3cccs3)csc2ncn1-c1ccc(Br)cc1	-6
21	COc1cccc(C(=O)NN/C(C)=C/C(=O)C(F)(F)C(F)(F)C(F)(F)F)c1	-17
22	Cc1ccccc1N1C(=O)c2sc3nc4c(c(=O)n3c2C1=O)CCC4	12
23	Cc1ccc(C(=O)NNc2nc3ccccc3nc2C(F)(F)F)cc1	-1
24	O=S(=O)(NCc1cccnc1)c1ccc(Cl)nc1	-2
25	CCOC(=O)c1ccc2nc(C)c3c(c2c1)OC(C)C3 (configuration not stated)	5
26	c1ccc(OCc2nc(-c3cccs3)no2)cc1	-3
27	CC1C(c2ccccc2)=[N+]([O-])C2(CCCC2)N1O (configuration not stated)	-2
28	O=C(NCCc1ccc(Cl)cc1)c1cccc(N2CCCC2=O)c1	1
29	CN(C(=O)COC(=O)c1cc(NS(=O)(=O)c2cc([N+](=O)[O-])ccc2Cl)ccc1O)C1CCCCC1	-6
30	O=C(CCN1C(=O)c2ccccc2C1=O)N1CCN(C2c3ccccc3-c3ccccc32)CC1	6
31	O=C1C(C=NCc2ccncc2)=C(O)c2ccccc21	4
32	OCCN(Cc1ccccc1)Cc1cccc(C(F)(F)F)c1	6
33	O=C(O)Cc1ccc(-c2ccccc2-c2ccccc2)cc1	-10
34	CCCC1(C(=O)OCC)NC(c2ccc(N(C)C)cc2)C2C(=O)N(c3ccc(F)cc3)C(=O)C21 (configuration not stated)	17
35	O=C(CSc1nnc(CN2CCOCC2)n1-c1ccc(Cl)cc1)Nc1ccc2c(c1)OCO2	-5
36	c1ccc2c(c1)OCC(c1csc3ncnc(N4CCCC4)c13)O2 (configuration not stated)	-10
37	CC(C)C(c1nnnn1Cc1ccco1)N1CCN(C2CCCC2)CC1 (configuration not stated)	2
38	COc1cccc(-c2noc(-c3cccs3)n2)c1	5
39	C/C(=N/NC(=O)c1ccoc1C)C12CC3CC(CC(C3)C1)C2	4
40	CN(C)CCCNC(=O)c1cc(S(=O)(=O)N2CCOCC2)ccc1F	-5
41	COc1ccc(S(=O)(=O)N2CCCCC2)cc1NS(=O)(=O)c1cc(Cl)ccc1Cl	-4
42	O=C(/C=C/c1ccccc1)c1ccoc1	-3
43	Cc1ccc(C(C)C)c(OCc2nnc(SCC(=O)Nc3ncc(C)s3)n2C)c1	1
44	CCCCNC(=S)NNC(=O)c1ccoc1C	12
45	O=C(COC(=O)c1ccccc1NC(=O)c1ccco1)Nc1ccc2c(c1)OCO2	4
46	O=C(NCCC1=CCCCC1)C1CCN(S(=O)(=O)c2ccc(Br)s2)CC1	8
47	Cc1cccc(OCC(=O)N2CCC(c3ccccc3)C2)c1 (configuration not stated)	-7
48	O=C(O)CCCCCNC(=O)c1ccc(Br)cc1	-4
49	Cc1ccc(NC(=S)NNc2ncc(C(F)(F)F)cc2Cl)cc1	82
50	COc1cccc(-c2nc(OC(C)C)c3ccccc3n2)c1	-4
51	Cc1nc(NCCN)c(C#N)c2c1COC(C)(C)C2	-1
52	CC(NS(C)(=O)=O)C(c1cccs1)N1CCN(c2ccccc2)CC1 (configuration not stated)	2
53	Cc1ccc(NC(=O)NC2(C(=O)NCc3ccccc3)CCCCC2)cc1	-2
54	O=C1CCC(=O)N1c1ccc(CSc2nc3ccccc3[nH]2)cc1	-19
55	O=C(Cn1cc([N+](=O)[O-])cn1)Nc1ccccn1	0
56	Cc1ccc(Nc2cc(C)nc(N3CCOCC3)n2)cc1	-11
57	COc1ccc(C)cc1NC(=O)Nc1ccc(Br)cn1	-1
58	O=C(CN1C(=O)C2CC=CCC2C1=O)Nc1nnc(SCc2c(Cl)cccc2Cl)s1 (configuration not stated)	5
59	Cc1ccc(S(=O)(=O)N(CC(=O)Nc2ccccc2-c2ccccc2)c2ccc(C)cc2C)cc1	10
60	CC(=O)Nc1ccc(S(=O)(=O)N2CCc3ccccc3C2)cc1	11
61	CCCOC(=O)C1=C(C)NC2=C(C(=O)C(C(=O)OC)C(C)C2)C1c1ccc(N(CC)CC)cc1 (configuration not stated)	15
62	CC(C)(C)c1ccc(-c2cc(C(=O)NNC(=O)Nc3ccccc3)c3ccccc3n2)cc1	14
63	CCc1ccc2ncc(C(=O)c3ccccc3)c(N3CCOCC3)c2c1	5
64	O=C(O)CCCCCNC(=O)c1ccccc1Br	-4

(continued)
cpd	molecule	miR122 inh
65	C/C(=N/Nc1nc(-c2ccc(Cl)cc2)cs1)c1cccs1	-1
66	CCOc1cccc(/C(O)=C2/C(=O)C(=O)N(CCOC)C2c2ccco2)c1 (configuration not stated)	1
67	CCCCn1c(SCC(=O)Nc2cc(C)on2)nc2ccsc2c1=O	0
68	C=C(C)c1ccc(C(C)(C)NC(=O)N(Cc2ccccc2)Cc2ccco2)cc1	4
69	O=C(NCC1CCCO1)C1CCN(S(=O)(=O)Cc2ccccc2)CC1 (configuration not stated)	-2
70	Cc1ccc2c(c1)nnn2C1CCN(CC(=O)Nc2ccc3c(c2)OCCO3)CC1	-10
71	O=C(O)c1ccc(NS(=O)(=O)c2cc(Cl)ccc2Cl)cc1	-4
72	COc1ccc(NC(=O)C2CC2)cc1-n1cnnn1	-4
73	O=C(NCCN1CCCC1)C1COc2ccccc2O1 (configuration not stated)	-6
74	C(=N\n1cnnc1)/c1cccc2ccccc12	-10
75	CCn1c(SCC(=O)Nc2nc(C)cs2)nnc1-c1ccoc1C	-5
76	CCCCN(CCCC)CC1OCc2ccccc2CO1	-5
77	Cc1ccc(-c2cnn(-c3cccc([N+](=O)[O-])c3)c2N)cc1	-1
78	O=C(C1=C[C@@H](c2csc3ccccc23)C[C@@H](OCc2ccc(CO)cc2)O1)N1CCN(Cc2ccccc2)CC1	-7
79	Cc1ccc(-n2c(-c3ccco3)nc3nc4ccccc4nc32)cc1F	6
80	CCc1cc2c(=O)c(-n3cnc4ccccc43)coc2cc1O	-1
81	Clc1ccccc1-c1ccc(/C=N/n2cnnc2)o1	-5
82	O=C(Oc1ccc2c(-c3ccccc3)cc(=O)oc2c1)C1CCCCC1	0
83	CN(Cc1ccccc1)C(=O)C1CCCN(Cc2ccc(Cl)cc2)C1 (configuration not stated)	-2
84	CC1=CC(C)(C)Nc2ccc(OC(=O)CN3C(=O)CCC3=O)cc21	4
85	O=C1NC2(Nc3ccccc31)C(=O)Nc1ccccc12 (configuration not stated)	7
86	COCCNC(=O)COc1cccc(Oc2ccccc2)c1	5
87	N#Cc1cccc(-c2cn(S(=O)(=O)c3ccc(Cl)cc3)nc2N)c1	4
88	O=P(CCNCc1ccco1)(c1ccccc1)c1ccccc1	-5

Retrieved one by one from the entries so far, two records:
cpd	molecule	miR122 inh
81	Clc1ccccc1-c1ccc(/C=N/n2cnnc2)o1	-5
82	O=C(Oc1ccc2c(-c3ccccc3)cc(=O)oc2c1)C1CCCCC1	0

Next section.
cpd	molecule	miR122 inh
89	CC(C)NC(=O)NC(=O)COC(=O)c1ccccc1F	-1
90	CC(=O)Nc1ccccc1-c1nnc(SCc2ccccc2Cl)[nH]c1=O	-1
91	N=c1c2c(n(Cc3ccccc3)c3c1CCC3)CCC2	-7
92	CC(=O)Nc1sc2c(c1C(N)=O)CCC2	-14
93	CC(C)CC(=O)N1CCN(C(=O)CCC2CCCC2)CC1	-2
94	CCOC(=O)N1CCC(n2c(=S)[nH]c3ccccc3c2=O)CC1	-7
95	CCC1(C)Cc2c(sc3nc4n(c(=O)c23)CCS4)CO1 (configuration not stated)	-3
96	CCC(=O)Nc1ccc(S(=O)(=O)Nc2cccc(C)c2)cc1OC	37
97	Cc1cc(C)c(S(=O)(=O)NCC(=O)O)cc1C	-5
98	CCC(CC)NC(=O)Cc1ccc(S(=O)(=O)N2CCOCC2)s1	2
99	CCn1c(=O)c(=O)[nH]c2cc(C(=O)NC3CC3)ccc21	-8
100	O=C(NCc1cccc(C(F)(F)F)c1)c1ccc2sc(C3=C[C@@H](O)[C@@H](O)[C@@H](CO)O3)nc2c1	-6
101	CCn1c(CNC(=O)COc2ccc(C(C)C)cc2)nnc1SCC(=O)Nc1ccccc1C(C)C	0
102	C#CCSc1nnc(-c2sc(-c3ccccc3)nc2C)n1C	-2
103	COc1cc(C(=O)Nc2nnc(-c3sccc3C)s2)cc(OC)c1OC	-2
104	Cc1ccc(N2C(=O)C3Sc4[nH]c(=O)sc4C(c4ccccc4)C3C2=O)cc1 (configuration not stated)	-2
105	O=c1ccn(-c2cccc(C(F)(F)F)c2)nc1-c1ccn(-c2ccccc2)n1	-8
106	CCc1cccc(C)c1NC(=O)Nc1c(Br)cnn1C	-5
107	O=C(Nc1c2c(nn1-c1ccc(F)cc1)CSC2)c1ccc(S(=O)(=O)N2CCOCC2)cc1	0
108	Cc1noc(C)c1CSCC(=O)OCC(=O)Nc1sccc1C#N	7
109	C#Cc1ccc(C(=O)Nc2cc(C(N)=O)ccc2N2CCOCC2)cc1	4
110	Cc1nn(C)c(Oc2cccc(Cl)c2)c1C(=O)Nc1ccc(F)cc1F	-2
111	Cc1ccc(-n2nnnc2SCC(=O)NC2CCCc3ccccc32)c(C)c1 (configuration not stated)	0
112	CC(CCc1ccccc1)NC(=O)COC(=O)c1cccc2ccccc12 (configuration not stated)	-7
113	COc1cccc(/C=N/n2c(CO)nc3ccccc32)c1OC	-2
114	Cc1nc(NC2CCCC2)sc1C(=O)N(C)C	-1
115	CNc1nc(Cl)nc(NC(C)(C)C)n1	3
116	CN1CCN(S(=O)(=O)c2cccc(S(=O)(=O)c3cccc(S(=O)(=O)N4CCN(C)CC4)c3)c2)CC1	-2
117	CCc1nc2n[nH]c(N)c2c2c1CCCC2	-3
118	Cc1ccc(-c2nsc3c(N4CCC(C(N)=O)CC4)ncnc23)cc1	6
119	O=C(O)CC(C(=O)O)N1C(=O)/C(=C/c2ccc(-c3nc4ccccc4s3)o2)SC1=S (configuration not stated)	-1
120	COc1ccc(Cl)cc1NC(=O)CSc1nnc(CN2CCOCC2)n1-c1ccc(Cl)cc1	-5
121	O=C(N/N=C/c1cccc(OC(=O)c2ccc3c(c2)OCO3)c1)c1cncc(Br)c1	-5
122	CCOC(=O)C1CN(c2cc3c(cc2F)c(=O)c(C(=O)O)cn3CC)OC1C(=O)OCC (configuration not stated)	1
123	COc1ccccc1NS(=O)(=O)c1ccc(NC(=O)c2nc3ncccn3n2)cc1	1
124	Cc1cc([N+](=O)[O-])nn1CC(=O)N1CCc2ccccc2C1	-4
125	COc1ccc(C(=S)N2CCOCC2)cc1OC(=O)c1cc([N+](=O)[O-])c(C)c([N+](=O)[O-])c1	-2
126	Nc1c(C(=O)NCc2cccnc2)sc(=S)n1-c1ccccc1	4
127	COc1ccc(O)c(/C=N/NC(=S)Nc2cccc(S(=O)(=O)N(C)C)c2)c1	6
128	Cc1c(Cl)cccc1Nc1nc(N)nc(CSc2ncccn2)n1	-2
129	COc1ccc(C2C3C(C)=NN=C3CC(C)(O)C2C(C)=O)cc1 (configuration not stated)	-1
130	CN(C)c1nc(N)nc(CSc2ccccn2)n1	-8
131	CCOc1ccc(-n2c(SCc3cc(=O)oc4cc(C)c(C(C)C)cc34)nnc2-c2cccnc2)cc1	-3
132	COc1ccc(S(=O)(=O)N(C)CC(=O)NCc2ccco2)cc1	-6
133	CN=c1oc2ccc(Cl)cc2cc1C(N)=O	9
134	O=C(Nc1cc(C(F)(F)F)ccc1N1CCOCC1)c1ccc(F)cc1	-4
135	CC1(C)Cc2c(ccc3ccccc23)/C(=C/C(=O)N2CCCCC2)N1	3
